Casp6 inh: blocks human caspase-6 cleavage activity. P55212. purified caspase-6, Z-VEID-R110 cleavage fluorescence. inhibition, % at 12.5 µM. hit rate 0.53% among 350,000. AID 686996;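 active = mean inhibition across replicates at least about 35%, with every replicate also reaching that limit, limit read from the data; inconclusive = only one of the two criteria met; inactive = neither criterion met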;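 also: 0% = median of neutral control wells and 100% = no fluorescence left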
Target sequence (P55212 24-179 limits assumed): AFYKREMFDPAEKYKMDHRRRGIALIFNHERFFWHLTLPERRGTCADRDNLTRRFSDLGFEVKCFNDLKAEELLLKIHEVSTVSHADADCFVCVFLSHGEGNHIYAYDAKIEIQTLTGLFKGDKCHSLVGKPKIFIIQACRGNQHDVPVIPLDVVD
Target sequence (P55212 194-293 limits assumed): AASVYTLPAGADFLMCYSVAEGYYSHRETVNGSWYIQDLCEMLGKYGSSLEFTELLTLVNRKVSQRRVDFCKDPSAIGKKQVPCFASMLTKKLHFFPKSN
esBAF inh: blocks esBAF chromatin remodeling in mouse ES cells. hit rate 2% among 350,000. reporter increase, % at 12.5 µM. Bmi1-luciferase knock-in reporter, 24 h; 100% = twice the neutral-well signal; in the data active = activation above about 40%; inconclusive = no clear call, values can overlap the other calls;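 also: 0% = median of the plate's neutral control wells and 100% = double that signal; a rise in the Bmi1 reporter signal indicates esBAF inhibition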
FN deposition inh: fibronectin deposition inhibition | AH1F fibroblasts, Alexa488-fibronectin deposition fluorescence, overnight | inhibition, % at 12.6 µM | hit rate 0.086% among 350,000;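 active = mean inhibition across replicates of 30% or more, regardless of how many single replicates reach that level; inconclusive = mean under 30% yet at least half of replicates reach 30%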;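 also: positive control wells lacked labelled fibronectin entirely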
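Test system: AH1F fibroblast monolayer depositing Alexa488-labelled fibronectin into matrix. Input: 10000 cells per well. Technique: fluorescence, ex 485 nm, em 525 nm. Buffer or medium: DMEM plus 2% serum, read in PBS. Timing: 1 h cell adhesion before compound, then overnight fibronectin incubation. Compound: single dose, pinned. Read-out basis: inhibition from reduced deposited-fibronectin fluorescence.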
C2C12 statin: suppression of simvastatin myotoxicity; AID 602340; rescue of ATP level, % at 7.49 µM; C2C12 myotubes + simvastatin, ATP luminescence, 48 h; scaled: DMSO 0, geranylgeraniol control 100; hit rate 0.78% among 330,000;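 active = mean ATP rescue above about 67%, or every replicate alone reaching that limit, limit read from the data, passing the limit was not always enough; inconclusive = no clear call, values can overlap the other calls; inactive = mean under the limit and some replicate under it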;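 also: myotubes were challenged with 10 µM simvastatin during compound exposure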
LGR2 inh: Drosophila LGR2 receptor signaling inhibition | HEK293 LGR2, CRE-luciferase, bursicon-stimulated, 4 h | inhibition, % at 9.99 µM | hit rate 0.35% among 380,000 | AID 720647;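 active = drop in luminescence signal, shown as inhibition above about 50% in the replicate tests, limit read from the data, passing the limit was not always enough; inconclusive = probably only some replicates passing the limit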;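 also: agonist challenge used bursicon conditioned medium at about half maximal strength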
S100A4 inh HTS: blocks human S100A4 binding to myosin IIA peptide; P26447; S100A4/TAMRA-MyoIIA peptide fluorescence polarization; inhibition, % at 10.7 µM; hit rate 0.14% among 360,000;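 active = mean inhibition of at least 70% across replicates, with every replicate also reaching that level; inconclusive = mean inhibition reaches 70% but some replicates fall short; inactive = mean inhibition below 70%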
Target sequence (P26447 whole entry, looked up): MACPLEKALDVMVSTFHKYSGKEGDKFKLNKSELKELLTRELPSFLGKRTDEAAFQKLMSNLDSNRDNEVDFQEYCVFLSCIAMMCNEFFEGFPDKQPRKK
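Material: S100A4 monomer protein / Buffer or medium: 50 mM HEPES pH 7.2, 10 mM CaCl2, 100 mM KCl / Times: 5 min incubation before reading / Benchmarks: neutral control DMSO, positive control TFP / Reagent: labelled myosin peptide probe, 5 nM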
SIRT5 inh: inhibitors of human sirtuin-5 desuccinylase; AID 652115; Q9NXA8; inhibition, % at 15 µM; hit rate 1.1% among 330,000; Purified SirT5, succinyl-peptide AMC, trypsin-coupled fluorescence; in the data active = inhibition above about 15%; inconclusive = no clear call, values can overlap the other calls
Target sequence (Q9NXA8 whole entry, looked up): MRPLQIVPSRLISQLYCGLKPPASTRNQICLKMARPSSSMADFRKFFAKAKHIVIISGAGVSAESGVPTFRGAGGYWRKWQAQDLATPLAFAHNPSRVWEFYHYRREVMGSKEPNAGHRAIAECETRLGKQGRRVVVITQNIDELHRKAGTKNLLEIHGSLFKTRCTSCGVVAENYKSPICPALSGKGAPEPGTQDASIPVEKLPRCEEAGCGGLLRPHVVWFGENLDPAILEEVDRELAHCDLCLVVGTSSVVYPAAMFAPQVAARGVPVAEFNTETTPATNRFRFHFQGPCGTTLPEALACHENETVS
An asterisk follows results filed as active; ? = inconclusive; . = no result given; & = joins results of further samples.

SMILES	Casp6 inh	esBAF inh	FN deposition inh	C2C12 statin	LGR2 inh	S100A4 inh HTS	SIRT5 inh
Cc1ccc(S(=O)(=O)Nc2ccc3c(c2)CC(=O)N([C@@H](C)CO)C[C@H](C)[C@@H](CN(C)C(=O)NC(C)C)O3)cc1	-1	1	.	16	9	-1	.
CC(=O)C1=C(c2ccccc2)NC(=O)NC1c1ccccc1OCC(=O)NCc1ccccc1 (configuration not stated)	.	3	7	3	-2	.	.
O=C(C[C@@H]1CC[C@@H]2[C@H](COC[C@H](O)CN2C(=O)c2cccnc2)O1)NCc1ccc(-c2ccccc2)cc1	-1	1	8	-6	-10	-24	-6
O=C(CN(Cc1ccco1)C(=O)CNS(=O)(=O)c1ccc(F)cc1)NCc1ccco1	4	-4	-9	5	0	1	-1
COC(=O)C[C@H]1C[C@H]2c3cc(NS(=O)(=O)c4ccc(OC)cc4)ccc3O[C@H]2[C@@H](CO)O1	.	3	3	0	17	.	.
CC(=O)Nc1cccc(C(=O)N/N=C/c2cccc(C)n2)c1	-4	4	-8	1	6	2	0
COc1cccc(NC(=O)N(C)C[C@H]2Oc3cc(C#CC4(O)CCCC4)ccc3S(=O)(=O)N([C@H](C)CO)C[C@H]2C)c1	-2	-6	-9	2	3	95*	8
COc1ccc(S(=O)(=O)N2CCCCC2)cc1NS(=O)(=O)c1ccc(CNC(C)=O)cc1	-2	5	.	0	-10	-1	.
COc1ccc(N2CCN(C(=O)CCCC(=O)c3ccccc3)CC2)cc1	-3	8	-12	9	28	-1	.
C[C@@H]1CN([C@H](C)CO)C(=O)c2cc(-c3ccncc3)cnc2O[C@H]1CN(C)Cc1cccnc1	-4	-2	-8	-4	1	-3	0
COc1cccc(/C=N/NC(=O)C(=O)Nc2ccccc2OC(F)(F)C(F)F)c1O	-6	.	3	.	17	5	-6
N#Cc1ccc(-c2ccc(C3[C@@H]4CN(C(=O)c5cccnc5)C[C@H]3N4)cc2)cc1 (some centres not stated)	2&3	.	-6&4	.	6&13	8&11	6&5
CCOC(=O)C1=C(C)C(c2cccc(Oc3ccccc3)c2)NC(=S)N1 (configuration not stated)	1	.	.	.	-9	-8	7
COc1ccc(CNC(=O)C2CCN(C(=O)c3ccc(-c4ccccc4)cc3)CC2)cc1	1	15	-4	3	11	-20	0
CCOC(=O)CC(=O)Nc1ncnc2c1C(c1ccccc1)c1c(ccc3ccccc13)O2 (configuration not stated)	0	-4	-7	-2	40	8	.
Cc1ccc(S(=O)(=O)N2CCN(C(=O)c3ccccc3Cc3ccccc3)CC2)c(C)c1	-6	-6	19	10	7	0	-3
Cc1cc(=O)oc2cc(OCC(=O)Nc3c(C)n(C)n(-c4ccccc4)c3=O)c(Cl)cc12	2	2	0	-2	15	1	-1
COCC(=O)N1C[C@H](C)[C@@H](OC)CN(C)C(=O)c2ccc(NC(=O)NC(C)C)cc2OC[C@@H]1C	-4	.	0	.	16	-9	-1
COc1cccc2c1[C@@H]1CN(CCCCn3c(=O)[nH]c4c(sc5ncc(-c6ccccc6)nc54)c3=O)C[C@@H]1CO2	4	2	-4	-19	4	-5	-8
C/C(=N/NC(=O)c1ccoc1C)c1cccc(NC(=O)C(F)(F)F)c1	.	32	-1	4	-8	.	.
Cc1ccc(CSc2nnc(CCNC(=O)OC(C)(C)C)o2)cc1	-3	.	0	.	.	-2	-4
CN1C(=O)c2cc(NC(=O)c3cc(F)cc(F)c3)ccc2OC[C@H]2O[C@H](CC(=O)O)CC[C@@H]21	4	-1	5	6	0	2	-15
COc1ccccc1Cc1c(-c2ccc(C)cc2)nc2ccc(Cl)cn12	7	63*	-5	-2	-149	4	-7
CC1C(c2ccccc2)=Nn2c(=O)n(-c3ccccc3)c(=O)n21 (configuration not stated)	-2	-2	-3	4	-3	-2	.
COc1ccc(S(=O)(=O)N(C)C[C@H]2OCCCC[C@H](C)Oc3ccc(NC(=O)C4CCCCC4)cc3C(=O)N([C@@H](C)CO)C[C@@H]2C)cc1	2	0	7	.	-5	-8	-1
SMILES	Casp6 inh	esBAF inh	FN deposition inh	C2C12 statin	LGR2 inh	S100A4 inh HTS	SIRT5 inh
Cn1c(C(O)C(O)c2ccccc2)nc2ccccc21 (configuration not stated)	1	.	1	.	11	-2	-2
C=CCn1c(SCc2ccccc2)nc2c1c(=O)[nH]c(=O)n2C	1	9	2	4	6	-3	-8
Cc1cc2c(cc1S(=O)(=O)Nc1cccc(C)c1C)n(C)c(=O)c(=O)n2C	1	8	0	-21	13	-8	.
COc1ccc(CN2CC3(CN(C(=O)c4ccccc4)C3)c3c([nH]c4cc(OC)ccc34)[C@@H]2CO)cc1	-3	.	.	.	0	48	-2
CC(=O)Nc1ccc(NC(=O)[C@H](C)NC(=O)c2ccco2)cc1	2	0	-6	4	-3	-8	0
O=C(NCc1ccccn1)C1CCN(C2CCN(Cc3cccc(F)c3)CC2)CC1	-27	2	-2	-5	10	-7	.
COc1ccc(/C(C)=N/NC(=O)CNC(=O)c2ccncc2)c(OC)c1	-4	-9	-2	-1	-2	-3	-1
Cc1c(C(=O)NCc2ccccc2)oc2ccc(S(=O)(=O)N3CCC4(CC3)OCCO4)cc12	.	0	-1	-6	.	.	.
Cc1cccc(C(=O)N(Cc2ccco2)c2c(N)n(Cc3ccccc3)c(=O)[nH]c2=O)c1	3	2	-2	3	-6	-3	5
CCC(=O)c1ccc(OCC(O)CNCc2ccc(F)cc2)cc1 (configuration not stated)	2	-4	4	0	.	-11	-2
CC(=O)O[C@@H](Cc1ccc(O)cc1)C(=O)CC(C)C	1	.	16	.	-5	2	-2
O=c1[nH]c2ccccc2n1C1=CCNCC1	11	-3	4	-5	-2	-4	-1
Cc1ccccc1OCCNCC(C)O (configuration not stated)	-3	.	1	.	4	1	-4
C[C@@H]1CN([C@@H](C)CO)C(=O)Cc2cc(N(C)C)ccc2O[C@@H]1CN(C)S(=O)(=O)c1cccs1	1	3	-2	8	-9	7	.
COc1ccccc1N1CCN(S(=O)(=O)c2ccc3nc(-c4ccccc4)[nH]c3c2)CC1	4	.	0	.	7	0	.
COc1ccc(N2CC(C(=O)N/N=C/c3cc([N+](=O)[O-])ccc3O)CC2=O)cc1 (configuration not stated)	-8	.	6	.	14	3	-3
CO[C@H]1CN(C)C(=O)c2ccc(NC(=O)c3ccc(F)cc3)cc2OC[C@H](C)N(C(C)=O)C[C@@H]1C	0	3	3	-6	7	-40	0
O=C(CCc1ccc(S(=O)(=O)NCc2ccccc2)cc1)NCc1ccc2c(c1)OCO2	.	-5	-4	31	-45	.	.
Oc1nc(Nc2ccc(F)cc2)sc1/C=C1\C=Nc2ccccc21	-4	.	9	.	-16	-1	5
CO[C@H]1CC[C@@H]2CCN(C)C(=O)[C@H](C)[C@@H](OC)CN(C)C(=O)c3cccc(C#N)c3OC[C@@H]1O2	-114	-1	7	-2	-5	-2	-1
COC(=O)c1cccc(Oc2nc3c(c(=O)n(C)c(=O)n3C)n2C(C)C)c1	-2	-5	-5	2	.	-3	1
COc1ccc(NC(=O)N(C)C[C@@H]2Oc3ccc(NC(=O)Nc4c(C)noc4C)cc3CC(=O)N([C@H](C)CO)C[C@@H]2C)cc1	0	2	-2	11	11	1	-3
CCn1c(SCC(=O)NC2CCCC2)nnc1C(C)NC(=O)c1ccccc1Br (configuration not stated)	0	-2	-2	33	5	-2	2
COc1ccccc1C(=O)NCCC(=O)Nc1nc2ccccc2[nH]1	6	18	5	-39	7	-2	0
Cc1ccc2c(=O)n3c(nc2c1)C(CC(C)C)NC(=O)c1cccnc1-3 (configuration not stated)	-28	0	0	-4	-16	-2	-2

A stretch from further up, as a working copy:
SMILES	Casp6 inh	esBAF inh	FN deposition inh	C2C12 statin	LGR2 inh	S100A4 inh HTS	SIRT5 inh
COc1ccccc1C(=O)NCCC(=O)Nc1nc2ccccc2[nH]1	6	18	5	-39	7	-2	0
Cc1ccc2c(=O)n3c(nc2c1)C(CC(C)C)NC(=O)c1cccnc1-3 (configuration not stated)	-28	0	0	-4	-16	-2	-2

Further compounds follow:
SMILES	Casp6 inh	esBAF inh	FN deposition inh	C2C12 statin	LGR2 inh	S100A4 inh HTS	SIRT5 inh
COCCNC(=O)C(OC(=O)c1cccs1)c1ccc(F)cc1 (configuration not stated)	2	.	.	.	5	-1	.
COc1ccc2c3c(n(C)c2c1)[C@H](CO)N(S(=O)(=O)c1ccccc1)CC31CCN(C)CC1	-1	.	.	.	-20	6	0
COCC(=O)N(C)C[C@@H]1Oc2cc(-c3ccc(C#N)cc3)ccc2S(=O)(=O)N([C@H](C)CO)C[C@@H]1C	3	-3	2	-37	-10	1	1
O=C(CNC(=O)N1CC(=O)Nc2ccccc21)NCCc1ccc(Cl)cc1	-1	-4	6	13	0	-3	-1
COC(=O)c1cc2c(c3c4cc(F)ccc4n(S(=O)(=O)c4ccc(C)cc4)c13)C(=O)N(Cc1ccccc1)C2	-7	.	5	.	1	12	.
CN(Cc1c(C(=O)N2CCc3ccccc3C2)nc2ccc(Cl)cn12)C(C1CC1)C1CC1	2	.	-3	.	-26	-1	-3
COc1cccc(CNC(=O)CCCSc2ccccc2)c1	6	-2	1	5	-10	-3	-25
CCOC(=O)C1=C(CN2CCOCC2)NC(=O)NC1c1cc(C)ccc1C (configuration not stated)	.	0	-4	5	6	.	.
CC1CN(C(=O)c2nn(C)cc2[N+](=O)[O-])CC(C)O1 (configuration not stated)	.	-9	.	-6	-15	.	.
COc1ccccc1CC1(C)C(=O)Nc2ccc(S(=O)(=O)NC3CCCCC3)cc21 (configuration not stated)	-4	-1	5	3	13	0	-5
COc1ccc(-n2c3c(c(=O)[nH]c2=O)C(NS(=O)(=O)c2ccc(Cl)cc2)(C(F)(F)F)C(=O)N3)cc1 (configuration not stated)	-2	-7	7	-2	20	-2	-2
COc1ccc(-c2cnc3c(c2)C(=O)N([C@@H](C)CO)C[C@@H](C)[C@@H](CN(C)C(=O)C2CC2)O3)cc1	.	5	.	21	13	.	.
Cc1nn(-c2ccccc2)cc1/C=N/O	.	24	4	0	.	.	.
O=C(O)CSc1nnc(COc2cccc3cccnc23)n1-c1cccc(C(F)(F)F)c1	15	.	-2	.	-13	0	-5
Nc1cc(Nc2ccccc2)c2nonc2c1[N+](=O)[O-]	0	-9	-3	-5	-24	0	3
COc1ccccc1NCN1C(=O)CCC1=O	-1	-12	0	1	-1	25	-4
O=C(c1cc2ccccc2o1)c1cccs1	.	?	-2	23	.	.	.
Cc1noc(C)c1NC(=O)N[C@H]1C=C[C@@H](CC(=O)NCc2ccc(Cl)c(Cl)c2)O[C@@H]1CO	2	0	-3	-1	4	16	-3
COc1ccccc1CNC(=O)CSc1ccsc1[N+](=O)[O-]	2	.	-1	.	-52	-16	-3
C[C@H](CO)N1C[C@H](C)[C@@H](CN(C)C(=O)Nc2cccc3ccccc23)Oc2c(NC(=O)Nc3cccc4ccccc34)cccc2C1=O	0	1	.	.	9	-24	0
CN1CCN(C(=O)C[C@H]2CC[C@@H]3[C@H](COC[C@H](O)CN3Cc3ccc4c(c3)OCO4)O2)CC1	1	3	2	17	-13	-19	-3
CSc1cccc(NC(=O)C2CCCN(S(=O)(=O)c3cnc[nH]3)C2)c1 (configuration not stated)	0	4	8	-11	2	-10	.
CCN(CC)C(=O)Cn1ccc(NC(C)=O)nc1=O	-2	9	1	5	-5	-3	-1
O=C1CN(S(=O)(=O)c2ccccc2)C[C@@H]2[C@H](c3ccc(C#Cc4ccccc4)cc3)[C@H](CO)N12	-2	.	.	.	-10	-25	25*

Some of the compounds tested; the hit share may differ from the screen's.
